# CHRM1 agonist = agonists of human M1 muscarinic receptor; CHO-K1 hM1, Fluo-8 calcium fluorescence, agonist mode; 0% DMSO, 100% acetylcholine EC100; activation, % at 3 µM; P11229; actives 0.33% (n = 360,000);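 active = activation above the run's mean compound activation plus 3 SD, cut at about 16% in these data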;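 also: peak over basal fluorescence ratio within a 140 s kinetic read after compound addition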
# Target sequence (P11229 whole entry, looked up): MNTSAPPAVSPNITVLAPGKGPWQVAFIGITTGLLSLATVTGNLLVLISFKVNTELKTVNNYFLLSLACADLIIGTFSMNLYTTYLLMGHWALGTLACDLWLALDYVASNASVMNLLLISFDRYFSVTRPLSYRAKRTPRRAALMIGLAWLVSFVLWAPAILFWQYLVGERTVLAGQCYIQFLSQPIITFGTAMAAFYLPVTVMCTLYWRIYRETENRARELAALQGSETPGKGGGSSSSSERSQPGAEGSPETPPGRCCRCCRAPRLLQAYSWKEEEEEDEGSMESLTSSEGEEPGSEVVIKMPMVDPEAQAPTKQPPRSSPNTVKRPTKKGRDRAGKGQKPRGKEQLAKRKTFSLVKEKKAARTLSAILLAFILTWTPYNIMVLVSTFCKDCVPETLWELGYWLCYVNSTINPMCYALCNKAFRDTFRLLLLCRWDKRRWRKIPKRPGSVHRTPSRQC
# OXTR potentiator = potentiators of human oxytocin receptor. P30559. CHO-OTR cells, Fluo-8 calcium fluorescence, potentiator mode; 0% = oxytocin EC15, 100% = EC100. activation, % at 3 µM. actives 0.061% (n = 320,000);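 active = activation above that plate's cutoff, the mean activation of tested compounds plus 3 SD, cut at about 6.6% in these data, passing the limit was not always enough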;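 also: 100% uses oxytocin at 75 nM as the full agonist control; some results filed as inactive read as strong as hits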
# Target sequence (P30559 whole entry, looked up): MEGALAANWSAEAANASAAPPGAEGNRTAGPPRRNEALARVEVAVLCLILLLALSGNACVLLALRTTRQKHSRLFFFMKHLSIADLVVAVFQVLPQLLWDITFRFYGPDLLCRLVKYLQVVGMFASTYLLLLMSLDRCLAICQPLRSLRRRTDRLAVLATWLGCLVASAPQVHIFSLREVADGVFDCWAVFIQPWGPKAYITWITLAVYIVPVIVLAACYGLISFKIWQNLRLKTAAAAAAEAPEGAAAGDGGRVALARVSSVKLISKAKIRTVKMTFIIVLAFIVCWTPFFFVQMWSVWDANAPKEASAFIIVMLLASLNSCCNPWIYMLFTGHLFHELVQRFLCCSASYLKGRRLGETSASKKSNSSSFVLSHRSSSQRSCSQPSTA
#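 Replication – single well per compound, singlicate · Assay system – CHO cell line stably expressing human OTR · Timing – 6 min pre-incubation, 100 s read · Measure – normalized max/min fluorescence ratio, % activation · Doses – 3.0 µM, one dose · Detection – Fluo-8 calcium dye fluorescence · Probe or stimulus – oxytocin near EC15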
# M1 antag = antagonists of human M1 muscarinic receptor; AID 588852; inhibition, % at 3 µM; actives 1.3% (n = 360,000); CHO-K1 hM1, Fluo-8 calcium fluorescence, ACh EC80 antagonist;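 active = percent inhibition above its own plate's cutoff, namely the mean of that plate's compound wells plus 3 SD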;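 also: peak over basal fluorescence ratio during 140 s after agonist addition; 0% = ACh EC80 plus DMSO and 100% = DMSO alone without agonist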
# TAAR1 antagonist = human TAAR1 antagonism; Q96RJ0; CHO RD-HGA16 TAAR1, Fluo-8 calcium fluorescence, antagonist; actives 1.5% (n = 360,000); inhibition, % at 3 µM;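 active = inhibition above a per-plate cutoff, the mean inhibition of test compounds on that plate plus 3 SD, cut at about 49% in these data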;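 also: 0% = DMSO plus EC80 beta-PEA response and 100% = DMSO alone without agonist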
#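 Test system: RD-HGA16 CHO cells with stable hTAAR1 and Gα16 / Probe or stimulus: EC80 β-phenethylamine stimulus / Times: seeding 17-24 h prior, 75-min 37 °C, 30-min RT dye loading / Detection: Fluo-8 calcium-sensitive fluorescence / Read-out basis: % inhibition scaled between DMSO and EC80 PEA controls / Repeats: singlicate, one well per test compound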
# M1 PAM parental = nonselective activator or artifact in parental CHO-K1 calcium assay. ATP EC20, Fluo-8 calcium fluorescence; 0% at ATP EC20, 100% at ATP max. activation, % at 3 µM. actives 0.02% (n = 360,000);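 active = activation above the run cutoff, the mean activation of all test compounds plus 3 SD, cut at about 40% in these data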;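 also: peak over basal fluorescence ratio in a 140 s read after ATP addition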
# CHO parental Ca = counter-screen: ATP calcium response change in parental CHO cells | parental CHO-K1, ATP-induced calcium, Fluo-8 fluorescence | actives 0.63% (n = 330,000) | inhibition, % at 5.6 µM;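 active = inhibition above that plate's mean sample inhibition plus 3 SD, cut at about 26% in these data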;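 also: 0% = ATP-challenged DMSO wells and 100% = DMSO wells without ATP; some compounds past the cut are filed as inactive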
#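 Material – parental CHO cells · Reagent – ATP stimulus · Compound – single nominal dose of 5.6 µM per compound · Detection – Fluo-8 fluorescence · Read-out basis – percent inhibition of calcium signal · Controls – ATP-challenged DMSO wells low, unchallenged DMSO wells high · Repeats – no replicates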
# CHO-K1 Ca antag = M1 antagonist counterscreen hit in parental CHO-K1 cells | actives 0.6% (n = 360,000) | AID 602250 | ATP-induced calcium, Fluo-8 fluorescence | inhibition, % at 3 µM;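 active = inhibition above a per-plate cutoff, the plate's mean sample inhibition plus 3 SD, cut at about 24% in these data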;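 also: 0% = DMSO plus EC80 ATP and 100% = DMSO alone without ATP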
# CHO-K1 Ca ag = M1 agonist counterscreen hit in parental CHO-K1 cells | Fluo-8 calcium fluorescence; scaled to maximal ATP response, vehicle zero | activation, % at 3 µM | actives 0.48% (n = 360,000); in the data active = activation above about 15%;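 also: untransfected CHO-K1 host cells lacking M1 receptor as counterscreen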
# TAAR1 agonist = agonists of human TAAR1; actives 0.99% (n = 360,000); CHO RD-HGA16 TAAR1, Fluo-8 calcium fluorescence; vehicle wells 0%, saturating PEA agonist 100%; activation, % at 3 µM;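 active = activation above the mean activation of all test compounds in the run plus 3 SD, cut at about 38% in these data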
#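 Assay system – CHO-derived RD-HGA16 cells with stable Gα16 and human TAAR1 · Compound dosing – one-point dosing at 3 µM (nominal) · Incubation – 17-24 h seeding, 75 min 37 °C dye, 30 min RT · Measured by – kinetic Fluo-8 calcium fluorescence · Control set – DMSO vehicle as 0%, PEA at EC100 as 100% · Repeats – single well for each compound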
# Starred values were filed as active, the others as inactive; . = no result given.
# Values run as follows: CHRM1 agonist, OXTR potentiator, M1 antag, TAAR1 antagonist, M1 PAM parental, CHO parental Ca, CHO-K1 Ca antag, CHO-K1 Ca ag, TAAR1 agonist
- CC(C)N(CCNC(=O)C1CCC(=O)N1Cc1ccc(F)cc1)Cc1ccccc1 (stereo not given)
 : -5.9, -5.4, -5.5, -24.3, -2.5, -10.6, 11.1, 0.0, 5.7
- O=S(=O)(NC1=NCCC1)c1cccc(NC(=S)Nc2ccc(OC(F)F)cc2)c1
 : 3.2, -6.9, -7.2, 22.7, 1.8, -7.9, -5.9, 1.0, 3.0
- COc1ccc(NC(=O)C(=O)N2N=C(C(C)C)CC2(O)C(F)(F)F)cc1 (stereo not given)
 : -0.6, -3.5, 2.7, -8.9, -9.4, -27.5, -4.5, 0.3, 14.0
- CCOC(=O)N1CCN(CCC(=O)Nc2cc(C)ccc2C)CC1
 : 9.8, -2.0, -8.9, -9.8, -1.4, -12.1, -9.8, 0.5, 0.7
- O=C(NN/C(=N/S(=O)(=O)c1ccc(Cl)cc1)c1ccccc1)c1cccc(Cl)c1
 : -3.0, -9.4, -5.0, 11.8, 4.5, -15.1, -19.5, -0.2, -2.5
- COC(=O)c1c(-c2ccccc2Cl)noc1/C=C/N(C)C
 : -2.8, -6.1, -2.6, 8.3, 9.1, -4.9, -7.1, 1.1, 2.5
- COc1ccc([N+](=O)[O-])cc1N(CC(=O)NC1CCCCC1)S(C)(=O)=O
 : -7.2, 3.2, 0.9, -9.1, 8.8, -10.9, 0.4, 0.3, 3.3
- CCOc1ccc(C(=O)NCCCCNC(=O)c2ccc(OCC)cc2)cc1
 : 5.1, -1.0, -3.2, -7.9, 8.7, -12.8, -2.4, -0.7, 3.5
- CN(C(=O)COC(=O)CCC(=O)c1ccccc1)c1c(N)n(Cc2ccccc2)c(=O)[nH]c1=O
 : -3.4, -2.1, 1.0, -8.6, 6.3, -7.9, -0.5, 0.1, 2.3
- CCCNC(=O)C1CCCN(S(=O)(=O)c2ccc3c(c2)CC(C)N3C(=O)C2CC2)C1 (stereo not given)
 : -1.3, -5.4, -8.3, -6.3, 8.4, -10.6, -4.0, 0.2, -1.3
- C=CCn1c(SCC(=O)Nc2cc(C)on2)nc2sc(C)c(C)c2c1=O
 : -3.0, 2.4, -22.0, -2.4, 7.6, 2.2, -4.5, 0.0, 1.1
- O=C(Nc1ccc(F)cc1F)c1cncc(Br)c1
 : -7.7, -1.8, 5.8, 3.3, -6.8, -5.1, -1.9, 0.1, 3.3
- CS(=O)(=O)N1CCCC(C(=O)NCCN2CCC(Cc3ccccc3)CC2)C1 (stereo not given)
 : -10.9, -7.1, 8.7, -8.9, 6.6, -12.7, -20.5, 0.4, -2.8
- COC(=O)c1ccc(COc2ccc3c(C)c(C)c(=O)oc3c2)o1
 : -4.9, -4.3, 6.0, -9.1, 4.7, -12.2, 1.1, 0.1, 6.9
- CC(C)N=C1NN=C(c2cccs2)C(CC(=O)O)S1 (stereo not given)
 : -3.4, -2.4, -23.9, -19.4, -5.1, -8.0, -1.6, -0.2, 0.2
- CCOC(=O)c1nn(-c2ccc3c(c2)CCN3C(C)=O)cc1O
 : -0.6, -6.9, -22.8, -7.5, 2.9, 4.7, -15.8, 0.3, 5.4
- CCn1c(=O)cc(SCC(=O)NCCCN2CCN(c3ccccc3F)CC2)c2ccccc21
 : -13.1, -1.0, 0.4, ., -3.1, -9.3, -16.9, 2.0, .
- COc1ccc(C(=O)NNC(=O)CSc2nc3c(c(=O)n(C)c(=O)n3C)n2C)cc1
 : -5.8, -24.6, 4.7, 0.7, -0.7, -6.6, -3.9, 0.1, -1.1
- C=CCSc1ncnc2sc(C)c(C)c12
 : -9.6, -7.1, -14.9, -18.5, 17.4, -16.2, -11.1, 2.2, 8.6
- CCn1c(O)c(N=NC(=O)c2cccs2)c2ccccc21
 : -4.2, -11.6, -0.7, 22.0, 17.0, -25.0, -10.8, 1.4, 3.6
- O=C(CC1C(=O)NCCN1Cc1ccc(-c2ccccc2)cc1)NCCCn1cccn1 (stereo not given)
 : -3.7, 2.2, -7.1, -0.8, 10.7, -4.1, -4.5, 1.3, 1.1
- N#Cc1ccc(C23CC4(C2)[C@H](CN(Cc2ccc(-c5ccccc5)cc2)[C@@H]4c2ccccc2)C3c2ccc(Cl)nc2)cc1 (stereo not given in full)
 : -4.2, -1.9, 4.0, -9.9, 20.0, -13.6, -21.3, 0.6, 4.4
- C/C(=N\NC(=O)c1cccc(S(=O)(=O)N2CCCC2)c1)c1ccco1
 : -5.0, 2.1, -7.3, -10.3, 12.7, -14.4, -7.4, 1.4, 2.4
- O=C(OCCCC(=O)N1CCOCC1)c1ccccc1
 : -2.3, -1.8, -6.7, -15.2, 18.1, -0.1, -3.5, 4.0, 3.5
- O=C(OCC(=O)N1CCCc2ccccc21)c1cc(Cl)ccc1O
 : -2.6, -8.1, -10.2, -11.1, 8.4, -4.2, -10.4, 0.8, -0.6
- O=C(OCc1cccc([N+](=O)[O-])c1)c1ccc2ccccc2n1
 : -6.7, -24.8, 1.2, -4.4, 3.9, -12.9, -11.6, 4.4, -1.6
- CC1CC1C(=O)OCC(=O)Nc1cccc([N+](=O)[O-])c1 (stereo not given)
 : -1.2, -2.3, -2.1, 1.8, 21.1, -7.8, -20.1, 1.6, 7.5
- CCOc1cccc(-c2c(C(=O)N/N=C(\C)c3ccccn3)nnn2-c2nonc2N)c1
 : -1.2, -1.4, -10.8, -16.9, 11.3, -7.7, -8.2, 1.3, 5.8
- CCCN(CCC)C(=S)NC1CC2C=CC1C2 (stereo not given)
 : -6.9, -2.8, -3.3, -0.3, -0.2, -15.9, -0.5, 0.3, 1.1
- CC(C)(C)OC(=O)C[C@H]1C/C=C\C[C@H](CC(=O)NCCO)C(=O)N[C@@H](c2ccccc2)COC1=O
 : -0.3, -2.1, -7.3, 16.4, 5.5, 3.5, -0.1, 0.0, 3.4

# Next section, starting with the last 4 of the part before.
# Values run as follows: CHRM1 agonist, OXTR potentiator, M1 antag, TAAR1 antagonist, M1 PAM parental, CHO parental Ca, CHO-K1 Ca antag, CHO-K1 Ca ag, TAAR1 agonist
- CC1CC1C(=O)OCC(=O)Nc1cccc([N+](=O)[O-])c1 (stereo not given)
 : -1.2, -2.3, -2.1, 1.8, 21.1, -7.8, -20.1, 1.6, 7.5
- CCOc1cccc(-c2c(C(=O)N/N=C(\C)c3ccccn3)nnn2-c2nonc2N)c1
 : -1.2, -1.4, -10.8, -16.9, 11.3, -7.7, -8.2, 1.3, 5.8
- CCCN(CCC)C(=S)NC1CC2C=CC1C2 (stereo not given)
 : -6.9, -2.8, -3.3, -0.3, -0.2, -15.9, -0.5, 0.3, 1.1
- CC(C)(C)OC(=O)C[C@H]1C/C=C\C[C@H](CC(=O)NCCO)C(=O)N[C@@H](c2ccccc2)COC1=O
 : -0.3, -2.1, -7.3, 16.4, 5.5, 3.5, -0.1, 0.0, 3.4
- O=C1SCCc2c1n(Cc1ccccc1)c1ccccc21
 : -0.4, -9.6, -1.6, -14.4, -2.1, -15.1, 21.2, -0.6, 1.5
- CCCNC(=O)CCn1c(-c2ccc(C)cc2)cc(C(=O)OCC)c1C
 : -2.4, -13.8, 11.4, 1.0, -10.1, -15.9, 18.4, 0.0, 19.9
- N#Cc1ccc(NC(=S)N2CCC3CC2c2cc(-c4ccc5c(c4)OCO5)ccc23)cc1 (stereo not given)
 : -9.1, ., 13.8, 10.7, 17.2, ., 10.4, 1.4, 0.9
- CC1O[C@@H](OC2C(O)C(C)O[C@H](OC(=O)[C@]34CCC(C)(C)C[C@H]3C3=CCC5[C@@]6(C)CC(O)C(O[C@@H]7OC(CO)C(O)[C@@H](O)[C@@H]7O)[C@@](C)(C(=O)O)C6CC[C@@]5(C)[C@]3(CO)CC4)C2O[C@H]2OC(C)[C@@H](O[C@@H]3OCC(O[C@@H]4OC(CO)C(O)[C@H](O)C4O)[C@@H](O)[C@@H]3O)[C@H](O)C2O)C(O)C(O)C1O (stereo not given in full)
 : -4.0, -5.0, -5.7, 7.9, 18.0, -0.6, -13.3, 1.4, 0.2
- CCOC(=O)c1c(C)[nH]c(C(=O)COC(=O)/C=C/c2ccc(OC(F)F)cc2)c1C
 : -6.1, -1.9, -2.5, -3.1, 23.1, -10.1, -9.7, 0.5, 0.1
- Cc1ccccc1CN1CCc2cc([N+](=O)[O-])ccc21
 : -1.5, -11.1, -9.7, -2.1, -3.8, 17.2, -12.3, 1.4, -1.1
- CCCOC1CCCN(Cc2nc(-c3cnccn3)no2)C1 (stereo not given)
 : 0.5, -2.7, 4.4, 4.5, -8.9, -5.4, -6.1, 0.1, 1.3
- O=C(CCc1nnc(CCCCc2ccccc2)o1)NC(c1cccnc1)C(F)(F)F (stereo not given)
 : -1.4, 0.1, -8.8, 2.7, -3.0, -17.6, -3.6, 2.0, 4.7
- CC(C)(C)c1nc(CN2CCOCC2)ccc1O
 : -7.4, -11.2, 2.0, 2.1, -3.8, -0.3, 13.2, 3.8, 10.9
- Cc1c(C(=O)NCc2ccc3c(c2)cc(C)n3C)cccc1[N+](=O)[O-]
 : -9.4, -10.4, 7.4, 66.5*, 13.9, -4.7, -3.4, 2.8, 9.9
- Cc1ccc(S(=O)(=O)CC2CSc3nnc(C)c(=O)n32)cc1 (stereo not given)
 : -2.8, -7.7, -24.0, -7.2, 19.7, 0.2, -17.4, 1.5, 2.5
- O=C(O)c1ccc(-c2nc(-c3ccccc3)cs2)cc1
 : -7.4, -3.0, -4.0, 9.8, 15.9, 0.4, -12.5, 0.3, 0.1
- O=C(NC1CCN(Cc2ccc(F)cc2)CC1)c1ccccc1
 : -9.8, -2.1, -3.6, -8.6, 4.4, -5.8, 0.5, 0.0, 0.4
- Cc1c(Cl)cccc1NC(=S)N1CCN(Cc2ccccc2)CC1
 : 18.6*, -8.7, -7.2, 16.4, 18.1, -7.7, -10.5, 0.8, 2.2
- CCOC(=O)C1(CCOC)CCN(Cc2ccc3nonc3c2)CC1
 : -4.2, -1.4, -2.2, -3.2, 9.9, -7.1, -8.1, 0.5, -0.6
- COc1cc2[nH]cc(C(=O)NCc3ccccc3)c(=O)c2cc1OC
 : -5.9, 1.4, -14.2, 6.1, -8.6, -3.3, -39.0, 1.1, 0.4
- O=C(NCc1ccc(Cl)cc1)C1=Cc2cc(Cl)ccc2OC1
 : -2.0, -4.2, 20.3, 18.6, 4.1, -10.6, -1.5, 3.2, 2.1
- O=C(Nc1ccccc1)c1cccnc1N1CCOCC1
 : -4.1, -4.1, -3.0, 0.1, -4.1, -3.8, 9.0, 0.1, 6.9
- CN(CCc1cn[nH]c1)Cc1nc(C(c2ccccc2)c2ccccc2)no1
 : -13.8, -8.3, -3.2, -3.8, 17.8, -3.6, -5.8, 0.7, -0.5
